miR122 inh: miR-122 Renilla sensor signal increase in Huh7, primary screen, miR-122 inhibitor project, cell-based, single point, plate reader | Huh7 miR-122 Renilla luciferase sensor, 48 h; neutral wells = 0, positive control = 100 | activation (reporter increase), % at 12.5 µM | hit rate 0.3% among 340,000 | AID 602342, 2012;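 active means mean replicate activation score at least 90 and every replicate individually at or above 90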;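 further: higher luciferase means less miR-122 activity so hits act as miR-122 inhibitors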
RAD52 inh: RAD52 DNA annealing inhibitors, primary screen, biochemical, FRET, single point, set 2; hit rate 0.46% among 360,000; recombinant RAD52 DNA annealing, FRET fluorescence; AID 651710, 2012; inhibition, % at 18.7 µM;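 active means every replicate showing at least 50% inhibition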
ERAP1 inh: human ERAP1 aminopeptidase inhibitors, primary screen, biochemical, single point, plate reader | Endoplasmic reticulum aminopeptidase 1 (Homo sapiens), Q9NZ08 | recombinant ERAP1, Leu-AMC fluorescence, 60 min | inhibition, % at 10.7 µM | hit rate 0.15% among 340,000 | AID 652197, 2013;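 active means mean replicate inhibition of at least 30%, or all replicates individually reaching that 30% level; inactive means mean below 30% and not every replicate reaching it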;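 further: 0% = neutral control wells and 100% = L-leucinethiol positive control wells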
Target sequence (Q9NZ08 whole entry, looked up): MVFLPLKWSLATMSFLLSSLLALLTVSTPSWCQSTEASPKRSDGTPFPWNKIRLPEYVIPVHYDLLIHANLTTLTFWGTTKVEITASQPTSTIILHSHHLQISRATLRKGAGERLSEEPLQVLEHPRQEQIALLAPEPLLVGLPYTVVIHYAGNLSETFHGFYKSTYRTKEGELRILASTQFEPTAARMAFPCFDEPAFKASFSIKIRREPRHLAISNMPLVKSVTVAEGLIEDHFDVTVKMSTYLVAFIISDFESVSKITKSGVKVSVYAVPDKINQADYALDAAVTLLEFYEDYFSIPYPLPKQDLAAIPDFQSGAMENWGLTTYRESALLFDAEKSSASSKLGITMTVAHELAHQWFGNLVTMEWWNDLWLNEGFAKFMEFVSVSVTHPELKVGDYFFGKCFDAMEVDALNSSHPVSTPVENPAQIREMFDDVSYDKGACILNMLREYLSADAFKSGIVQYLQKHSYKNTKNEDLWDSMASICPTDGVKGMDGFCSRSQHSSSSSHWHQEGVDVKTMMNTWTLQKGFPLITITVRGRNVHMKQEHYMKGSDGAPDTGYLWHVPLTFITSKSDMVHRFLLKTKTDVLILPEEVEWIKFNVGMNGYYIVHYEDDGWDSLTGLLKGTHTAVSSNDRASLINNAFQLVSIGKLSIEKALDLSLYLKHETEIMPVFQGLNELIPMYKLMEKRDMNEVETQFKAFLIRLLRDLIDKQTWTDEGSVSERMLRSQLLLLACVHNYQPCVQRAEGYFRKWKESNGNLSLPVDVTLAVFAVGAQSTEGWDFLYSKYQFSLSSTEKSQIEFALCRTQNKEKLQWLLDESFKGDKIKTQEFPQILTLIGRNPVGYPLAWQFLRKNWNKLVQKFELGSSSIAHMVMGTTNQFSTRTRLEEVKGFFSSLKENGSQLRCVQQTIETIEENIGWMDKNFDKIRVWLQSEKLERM
Cneo AK release: Cryptococcus neoformans cell lysis inducers, primary screen, AK release luminescence, single concentration; C. neoformans lysis, adenylate kinase release luminescence, 4 h; normalised: neutral wells 0, clomiphene wells 100; lysis activity, % at 15 µM; hit rate 0.2% among 360,000; AID 651654, 2012;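 active means mean lysis activity across replicates of at least 80%, whatever share of replicates individually reach that level; inactive means mean lysis activity below 80%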
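Assay system: Cryptococcus neoformans yeast cells / Dosing: single-point compound dose / Timing: 4 h at 37 °C static, read 1 h later / Measured by: luminescence of released adenylate kinase using an AK detection reagent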
PglD inh: C. jejuni PglD acetyltransferase inhibitors, primary screen, biochemical, DTNB colorimetric, single point | purified PglD enzyme, DTNB colorimetric CoA detection | hit rate 0.098% among 360,000 | UDP-N-acetylbacillosamine N-acetyltransferase PglD (Campylobacter jejuni) | AID 602405, 2012 | inhibition, % at 12.5 µM; in the data active means inhibition above about 16%, passing the limit was not always enough; further: strong numbers were not always called active
E-sel inducer: E-selectin induction in HUVECs, primary screen, imaging, HUVEC, immunofluorescence imaging, single point; P16581; normalized: neutral wells 0, TNF-alpha wells 100; activation, % at 7.58 µM; hit rate 0.37% among 260,000;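 active means mean E-selectin-positive cell signal at least 10% of the positive control, reached in at least 60% of replicates, without over 20% cell loss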;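 further: in these data hits start at about 27%; measured in HUVEC primary endothelial cells; signal is the percent of cells scored E-selectin positive by PE staining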
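Test system: HUVEC; input: 3,000 HUVEC/well; measured by: immunofluorescence imaging; read-out: % PE-positive cells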
PGC1a acetyl inh: inhibitors of PGC1a acetylation signal, primary screen, cell-based, U2OS, AlphaScreen, inhibitor mode; AlphaScreen anti-acetyl-lysine; with virally co-expressed GCN5 acetyltransferase; inhibition, % at 15.6 µM; hit rate 0.17% among 350,000;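 active means every replicate shows inhibition of at least 40%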;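 further: 0% = neutral control wells and 100% = positive control wells; some results beyond the cut were filed as inactive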
RAD54 inh: inhibitors of human RAD54 branch migration, primary screen, biochemical, fluorescence, single point; DNA repair and recombination protein RAD54-like (Homo sapiens), Q92698; hit rate 0.14% among 360,000; RAD54 Holliday junction branch migration, FAM/BHQ fluorescence; inhibition, % at 10.4 µM;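 active means mean normalized replicate activity at least 40 and at least half of replicates scoring 40 or more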;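 further: 0% = median of neutral control wells and 100% = median of positive control wells; inhibitors cause a drop in the FAM fluorescence signal; in these data hits start at about 50%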
The depositor's hits bear a star; / = not tested or not shown; [ ] = remark or other dose. The order is random; overall some 1.4% were active at least once.

molecule	miR122 inh	RAD52 inh	ERAP1 inh	Cneo AK release	PglD inh	E-sel inducer	PGC1a acetyl inh	RAD54 inh
CC(=O)Nc1cccc(C(=O)Nc2ccccc2N2CCOCC2)c1	-6	-9	-2	-2	2	/	/	-4
Cc1oc(-c2ccccc2Cl)nc1CSCC(=O)NC1CC1	0	/	/	-1	4	/	-16	0
COC(=O)c1cccc(CSc2nc(-c3ccccc3)c(C#N)c(=O)[nH]2)c1	-4	-8	-2	1	4	0.2	10	6
COc1ccc(CCN2CC(C(=O)NCCc3cn[nH]c3)CCC2=O)cc1 (stereo not drawn)	/	-17	-1	-6	4	-1.0	/	-10
CN1CCN(CCCNC(=O)CCC(=O)N2CCOc3ccccc32)CC1	1	1	4	-1	0	/	6	-3
Cc1[nH]c(-c2ccc(F)cc2)cc1C(=O)N1CCN(c2cccc(Cl)c2)CC1	1	-8	-1	-1	-10	0.8	0	-8
CCC(=O)N(C)C[C@@H]1Oc2cc(-c3cccc(C#N)c3)ccc2S(=O)(=O)N([C@@H](C)CO)C[C@@H]1C	-6[16.7 µM]	12	0	4	-1	1.2	22	-6
OC(CN1CCCCC1)Cn1c2ccccc2c2cc(Br)ccc21 (stereo not drawn)	7	58*	-5	0	4	0.3	-16	45

Whole records as entered above. Values in the order: miR122 inh | RAD52 inh | ERAP1 inh | Cneo AK release | PglD inh | E-sel inducer | PGC1a acetyl inh | RAD54 inh
Cc1oc(-c2ccccc2Cl)nc1CSCC(=O)NC1CC1 across the screens: 0 | / | / | -1 | 4 | / | -16 | 0
CC(=O)Nc1cccc(C(=O)Nc2ccccc2N2CCOCC2)c1 across the screens: -6 | -9 | -2 | -2 | 2 | / | / | -4
OC(CN1CCCCC1)Cn1c2ccccc2c2cc(Br)ccc21 (stereo not drawn) across the screens: 7 | 58* | -5 | 0 | 4 | 0.3 | -16 | 45

The main list resumes with the 3 entries that preceded the break.
molecule	miR122 inh	RAD52 inh	ERAP1 inh	Cneo AK release	PglD inh	E-sel inducer	PGC1a acetyl inh	RAD54 inh
Cc1[nH]c(-c2ccc(F)cc2)cc1C(=O)N1CCN(c2cccc(Cl)c2)CC1	1	-8	-1	-1	-10	0.8	0	-8
CCC(=O)N(C)C[C@@H]1Oc2cc(-c3cccc(C#N)c3)ccc2S(=O)(=O)N([C@@H](C)CO)C[C@@H]1C	-6[16.7 µM]	12	0	4	-1	1.2	22	-6
OC(CN1CCCCC1)Cn1c2ccccc2c2cc(Br)ccc21 (stereo not drawn)	7	58*	-5	0	4	0.3	-16	45
CCCn1c(NC(=O)C2COc3ccccc3O2)nc2ccccc21 (stereo not drawn)	-1	/	/	-1	-1	/	-6	-2
Cc1cc(NC(=O)CS(=O)(=O)c2cn(C)c3ccccc23)no1	-1	-3	-1	2	2	0.1	3	-5
O=C(CSc1nc2scc(-c3ccco3)c2c(=O)n1-c1ccccc1)NCC1CCCO1 (stereo not drawn)	-3	/	/	1	-1	/	4	-8
CC1(C)Cc2c(C#N)c(SCCC#N)nc(N3CCOCC3)c2CS1	-3	/	/	-5	4	/	-8	2
COCCNC(=O)C[C@H]1CC[C@H]2[C@@H](COc3ccc(NC(=O)c4cc(C)on4)cc3C(=O)N2C)O1	28[16.7 µM]	4	1	-6	2	0.0	3	5
Cn1c(CNC(=O)CNS(=O)(=O)c2ccc(Cl)cc2)cc(=O)n(C)c1=O	4	-2	-1	0	7	3.4	11	-7
CC(=O)N1[C@H](CN(C(=O)c2cccc(F)c2)C(C)C)[C@@H](c2ccccc2)[C@@H]1CO	7[16.7 µM]	-28	1	-10	1	0.2	-14	1
CC(=O)N1C[C@@H]2[C@H](c3ccccc31)[C@@H](CO)N2C(=O)c1ccc(F)cc1	12[16.7 µM]	-17	-1	-1	0	-0.3	1	6

(further entries)
molecule	miR122 inh	RAD52 inh	ERAP1 inh	Cneo AK release	PglD inh	E-sel inducer	PGC1a acetyl inh	RAD54 inh
CCCN1C[C@@H](C)[C@@H](OC)CN(C)C(=O)c2cc(NC(=O)C3CCOCC3)ccc2OC[C@@H]1C	21[16.7 µM]	-3	-1	0	2	-0.2	-4	14
O=C(NCc1cccc(C(F)(F)F)c1)c1cccc2c1C(=O)c1ccc(N3CCC(Cc4ccccc4)CC3)cc1S2(=O)=O	4	/	/	1	3	/	-17	-15
Cc1cccc(N2C(=O)c3ccccc3C2=O)n1	-8	-15	-1	2	-1	0.5	-1	-6
COc1cccc(C#Cc2cnc3c(c2)C(=O)N([C@@H](C)CO)C[C@H](C)[C@H](CN(C)C(=O)C2CCOCC2)O3)c1	-6[16.7 µM]	13	1	74	3	0.1	-2	0
O=C(NC1CC1)c1cccc(NC(=O)C2CCCC2)c1	-8	-13	/	-1	0	0.1	-10	-7
C[C@H]1CN([C@@H](C)CO)C(=O)c2cccc(NS(=O)(=O)c3ccc(F)cc3)c2O[C@@H]1CN(C)Cc1ccc(-c2ccccc2)cc1	-5[16.7 µM]	14	-1	8	1	0.0	0	-1
Cc1cc(C(=O)NNC(=O)c2ccc(Cl)cc2)c2ccccc2n1	-6	-10	4	-1	5	/	0	3
CO[C@@H]1CN(C)C(=O)c2cc(NS(=O)(=O)c3cn(C)cn3)ccc2OC[C@@H](C)N(C)C[C@H]1C	7[16.7 µM]	/	/	-3	-2	1.6	-3	-5

(more compounds)
molecule	miR122 inh	RAD52 inh	ERAP1 inh	Cneo AK release	PglD inh	E-sel inducer	PGC1a acetyl inh	RAD54 inh
C[C@@H]1O[C@@H]1P(=O)(O)O	3	-12	-2	-4	2	0.2	1	1
CCOC(=O)C1CCCN(C(=S)Nc2cc(C)cc(C)c2)C1 (stereo not drawn)	-5	/	/	-1	1	/	-16	8
CCCCCCSc1cc(-c2nc3ccc(C)cn3c2NCc2ccccc2)ccc1OC	/	-14	0	7	2	0.0	/	13
COc1ccc(CNS(=O)(=O)c2cc3c(cc2Cl)NC(=O)CO3)cc1	/	-10	8	0	2	0.0	/	-4
Cc1ccc(C(=O)CCC(=O)OC(C)C(=O)NC2CCCCC2C)cc1 (stereo not drawn)	/	-17	1	2	-1	-2.0	/	1
C[C@@H]1CN([C@@H](C)CO)C(=O)c2c(c3ccccc3n2C)-c2ccccc2CO[C@@H]1CN(C)C(=O)NC1CCCCC1	/	10	2	-3	3	0.2	0	-10
CCC(=O)Nc1ccc2c(c1)C(=O)N(C)C[C@@H](OC)[C@@H](C)CN(C(C)=O)[C@@H](C)CO2	2[16.7 µM]	5	0	-10	8	-0.2	/	-6
O=C(CS(=O)(=O)Cc1ccccc1)N1CCN(Cc2ccc3c(c2)OCO3)CC1	1	/	/	1	6	/	5	2

Next section:
molecule	miR122 inh	RAD52 inh	ERAP1 inh	Cneo AK release	PglD inh	E-sel inducer	PGC1a acetyl inh	RAD54 inh
NS(=O)(=O)c1cc(Cl)c(Cl)c(S(N)(=O)=O)c1	-2	-8	2	-2	-2	-0.5	-7	-11
C=CCSc1nc(O)c(CC)c(=O)n1C(C)CC (stereo not drawn)	-8	-33	-5	-1	-12	/	-5	-4
COc1cc2[nH]c(=O)n(CCC(=O)N3CCN(Cc4ccc5c(c4)OCO5)CC3)c(=O)c2cc1OC	-3	-3	1	/	/	-2.2	-14	/
COCCCn1c(=NC(C)=O)c(C#N)cc2c(=O)n3cccc(C)c3nc21	-1	-12	-118	-2	-4	2.2	5	-1
Nn1c(-c2cccc(O)c2)nnc1-c1cccc(O)c1	3	-6	-2	/	/	-0.1	-5	/
Cn1cc(CN2C[C@H]3CC[C@H]2C3)c(-c2ccccc2F)n1	-2	-13	1	-1	1	-1.3	9	-9
O=C(O)c1cccc(Nc2ccnc(Nc3cccc(C(=O)O)c3)n2)c1	1	-2	-5	5	-2	0.2	/	4
CN(C)C(=O)C[C@H]1CC[C@H]2[C@H](COc3ccc(NC(=O)C4CCC4)cc3C(=O)N2C)O1	/	-6	0	/	/	-0.1	1	/

Next section:
molecule	miR122 inh	RAD52 inh	ERAP1 inh	Cneo AK release	PglD inh	E-sel inducer	PGC1a acetyl inh	RAD54 inh
C[C@@H]1CN([C@@H](C)CO)C(=O)c2cc(C#Cc3ccccc3F)cnc2O[C@@H]1CN(C)S(C)(=O)=O	-9[16.7 µM]	14	0	6	3	0.1	3	2
CCCc1cc(=O)[nH]c(Nc2ccc3c(c2)OCCO3)n1	2	-12	-9	1	-10	-0.5	10	3
NNC(=O)c1ccccc1OCCOc1ccccc1	18	-10	2	-1	-7	0.9	-11	-4
C[C@H](NC(=O)C[C@@H]1C[C@H]2c3cc(NC(=O)CC4CC4)ccc3O[C@H]2[C@@H](CO)O1)c1ccccc1	2[16.7 µM]	-1	-4	-1	0	-0.6	6	1
O=c1[nH]c(SCc2ccccc2Cl)nc2c1CCC2	14	/	/	-1	-2	/	/	-20
Cc1cc(C)n(-c2nc(NCCCO)c3c4c(sc3n2)CCCC4)n1	4	/	/	8	3	/	/	-10
C[C@H]1CN([C@@H](C)CO)C(=O)c2cc(-c3cccnc3)cnc2O[C@@H]1CN(C)C(=O)Nc1ccc(C(F)(F)F)cc1	-2[16.7 µM]	0	-2	4	-2	0.1	3	-4
C[C@@H]1CN([C@@H](C)CO)S(=O)(=O)c2ccc(-c3cccc(C#N)c3)cc2O[C@H]1CN(C)Cc1ccccn1	1[16.7 µM]	4	3	-7	0	-2.0	-5	-1

(more compounds)
molecule	miR122 inh	RAD52 inh	ERAP1 inh	Cneo AK release	PglD inh	E-sel inducer	PGC1a acetyl inh	RAD54 inh
COc1cc(C(=O)N2CCCCC2c2cc(C(=O)N3CCOCC3)no2)cc(OC)c1C (stereo not drawn)	2	-14	1	-1	-1	0.0	/	7
COc1cccc(S(=O)(=O)N(C)C[C@@H]2Oc3cc(C#CCC(C)C)ccc3S(=O)(=O)N([C@@H](C)CO)C[C@@H]2C)c1	-10[16.7 µM]	-6	-1	4	0	-0.2	3	10
O=C(c1ccccn1)N1CC[C@@H]2[C@H]1c1cc(C#Cc3cccnc3)ccc1N[C@@H]2CO	2[16.7 µM]	/	/	6	1	0.0	12	-7
C[C@@H]1CCCCO[C@@H](CN(C)CC2CC2)[C@H](C)CN([C@@H](C)CO)C(=O)c2cc(NC(=O)Nc3ccc4c(c3)OCO4)ccc2O1	2[16.7 µM]	35	-1	52	0	-0.4	-5	7
